Compound activity from PubChem.
D1 antagonist: Antagonist of Human D 1 Dopamine Receptor: qHTS; D(1A) dopamine receptor (Homo sapiens), P21728; HEK293 TREx D1 cells, calcium flux, dopamine EC80; active compounds read low; activity change, negative = inhibition, % at 10 µM; 3.2% of 360,000 active; AID 504652, 2011; in the data active means activity change below about -30%; further: on the % scale 0 is the no-effect control and ±100 the full control effect
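Kinetic fluorescence of a calcium dye serves as the read-out. D1-expressing Hek293 Trex cells, induced overnight at 30 C, are exposed to compound for 180 s before an EC80 dopamine addition, then read 180 s further.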
TRHR ag: qHTS for Small Molecule Agonists and Allosteric Enhancers of Human TRH Receptor: Primary Screen for Agonists | TRHR cells, calcium flux fluo-8, FDSS agonist mode | activation, % at 2 µM | 0.18% of 360,000 active; further: 0% is about no effect
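Steps: seed TRHR cells overnight; add fluo-8 no-wash Ca dye, RT 30 min–1.5 h; record 10 s baseline; pin-transfer compounds; monitor fluorescence 1 cycle/s for the agonist window. Calcium increases flag candidate agonists.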
D1 agonist: Allosteric Agonists of the Human D1 Dopamine Receptor: qHTS; D(1A) dopamine receptor (Homo sapiens), P21728; HEK293 T-REx D1 cells, calcium flux, agonist mode; activation, % at 2 µM; 1% of 360,000 active; AID 504660, 2011; further: 0% is about no effect
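Inducible HEK293 T-REx D1 cells, force-coupled to calcium signalling, were plated at 4000 cells/well with tetracycline and held overnight at 30 C. After no-wash calcium dye loading, compound-evoked calcium rise over 180 s flagged agonists.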
D2 ag: HTS Assay for Allosteric Agonists of the Human D2 Dopamine Receptor: Primary Screen for Agonists; D(2) dopamine receptor (Homo sapiens), P14416; HEK293 T-REx D2 cells, calcium flux agonist mode; activation, % at 2 µM; 0.53% of 340,000 active;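 active means activation over 3 SD above normal in the single-dose calcium agonist read, cut at about 30% in these data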; further: 0% is about no effect
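Agonism scored from kinetic calcium signal (1 read/sec, 180 s) following compound pin transfer, after a 10 s baseline. Cells: HEK293 Trex line expressing inducible D2 receptor coupled to calcium, dye-loaded after overnight culture at 30 C.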
D2 PAM: HTS Assay for Positive Allosteric Modulators of the Human D2 Dopamine Receptor: Primary Screen for Potentiators. D(2) dopamine receptor (Homo sapiens), P14416. 0.34% of 340,000 active. HEK293 T-REx D2, calcium flux, EC20 dopamine potentiation. potentiation, % at 10 µM;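 active means potentiation over 3 SD above the plate norm, cut at about 30% in these data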; further: 0% is about no effect
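Primary screen. Calcium kinetics in induced HEK293 T-REx D2 cells: compound pre-addition 180 s, EC20 dopamine, 180 s more.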
D1 potentiator: Potentiators of Human D1 Dopamine Receptor: qHTS; D(1A) dopamine receptor (Homo sapiens), P21728; HEK293 TREx D1 cells, calcium flux, dopamine EC20 potentiation; potentiation, % at 10 µM; 0.036% of 360,000 active; in the data active means potentiation above about 30%; further: 0% is about no effect
RXFP1 antag: qHTS Assay for Antagonists of the Relaxin Receptor RXFP1; AID 1259400, 2018; HEK293-RXFP1, relaxin-stimulated cAMP HTRF, 30 min; active compounds read low; 0.59% of 350,000 active; activity change, negative = inhibition, % at 57.5 µM;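 active means activity change of -60% or lower, but not beyond a set lower limit; inconclusive means change between -60% and -40%, or beyond the set limit; inactive means change above -40%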; further: on the % scale 0 is the no-effect control and ±100 the full control effect
Target sequence (Q9HBX9 whole entry, looked up): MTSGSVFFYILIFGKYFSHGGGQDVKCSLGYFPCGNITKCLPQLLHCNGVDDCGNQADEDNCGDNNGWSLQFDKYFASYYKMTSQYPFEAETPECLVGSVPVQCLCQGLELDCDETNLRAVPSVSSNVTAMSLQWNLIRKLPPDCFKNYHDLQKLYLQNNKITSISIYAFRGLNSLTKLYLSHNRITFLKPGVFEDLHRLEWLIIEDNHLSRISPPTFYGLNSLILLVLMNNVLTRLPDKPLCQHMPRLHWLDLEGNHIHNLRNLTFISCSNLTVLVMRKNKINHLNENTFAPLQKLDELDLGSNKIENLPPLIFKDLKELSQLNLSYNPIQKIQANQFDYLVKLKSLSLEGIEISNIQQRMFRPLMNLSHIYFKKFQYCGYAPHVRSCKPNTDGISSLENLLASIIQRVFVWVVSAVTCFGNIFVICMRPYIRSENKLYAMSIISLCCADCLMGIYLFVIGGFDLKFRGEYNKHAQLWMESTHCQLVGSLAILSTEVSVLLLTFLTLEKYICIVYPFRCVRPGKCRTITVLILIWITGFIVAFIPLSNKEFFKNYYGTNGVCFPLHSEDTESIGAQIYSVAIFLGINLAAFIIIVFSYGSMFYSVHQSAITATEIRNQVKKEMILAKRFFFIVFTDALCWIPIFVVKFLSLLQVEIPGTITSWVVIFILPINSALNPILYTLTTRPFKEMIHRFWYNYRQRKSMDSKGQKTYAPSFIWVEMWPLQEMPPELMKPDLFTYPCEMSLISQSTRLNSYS
D2 antag: HTS Assay for Allosteric Antagonists of the Human D2 Dopamine Receptor: Primary Screen for Antagonists; D(2) dopamine receptor (Homo sapiens), P14416; HEK293 TREx D2 cells, calcium flux, dopamine EC80; inhibition, % at 10 µM; 2% of 340,000 active; AID 485344, 2010; in the data active means inhibition above about 30%; further: 0% is about no effect
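In this primary screen, negative modulation is detected by tracking calcium flux after an EC80 dopamine challenge in inducible HEK293 T-REx D2 cells preexposed to test compound for 180 s.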
TRHR PAM: qHTS for Small Molecule Agonists and Allosteric Enhancers of Human TRH Receptor: Primary Screen for Enhancers. 0.66% of 360,000 active. TRHR cells, fluo-8 calcium fluorescence, EC20 TRH enhancement. Thyrotropin-releasing hormone receptor (Homo sapiens), P34981. AID 493056, 2011. enhancement, % at 2 µM; in the data active means enhancement above about 30%; further: 0% is about no effect
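TRHR-expressing cells loaded with fluo-8 calcium dye were read kinetically (ex 480/em 530) during compound addition, then stimulated with an EC20 of TRH (10 nM final). Enhancement of the Gq-mediated intracellular calcium response was scored.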
Starred values were filed as active, the others as inactive; u = inconclusive; x = no result given; & = joins results of further samples. Unless noted, no stated cut-off is given here; in the data, active means activation above about 30%; inactive means the rest. Not a hit list (roughly 7.1% active in at least one column).

SMILES | D1 antagonist | TRHR ag | D1 agonist | D2 ag | D2 PAM | D1 potentiator | RXFP1 antag | D2 antag | TRHR PAM
CCOC(=O)COc1nc(-c2ccc(Cl)cc2)cc(-c2ccco2)c1C#N | -9 | 0.4 | 2 | 0.7 | 7 | -2 | -9 | 6 | 2
Cc1ccc(S(=O)(=O)NCC(=O)N(CC(=O)NC2CCCC2)c2ccc3c(c2)OCCO3)cc1 | 3 | -0.3 | 1 | 0.3 | 0 | 2 | 3 | 6 | -3
Cc1cccc(C2Nc3cccc4cccc(c34)N2)c1 | 5 | 1.0 | 2 | x | x | -2 | 0 | x | -8
CCOC(=O)C1=C(N)Oc2c(oc(CO)cc2=O)C1c1ccc(F)cc1 (stereo not drawn) | -3 | -0.3 | -1 | 1.1 | 13 | 0 | -9 | 24 | -2
CCOC(=O)C1=C(C)NC(C)=C(C(=O)OCC)C1C(=O)OCC(=O)N1CCc2ccccc2C1 | 7 | 0.3 | 2 | -0.5 | -5 | -1 | 6 | 3 | -7
COC(=O)C(C)(C)ONC(=O)Nc1ccc([N+](=O)[O-])cc1 | -10 | 0.7 | 3 | 0.3 | -9 | -4 | 10 | 6 | 2
CCN(CCNC(=O)CN(C)S(=O)(=O)c1cccc2nsnc12)c1ccccc1 | -2 | 0.3 | 0 | 1.0 | -3 | 2 | 12 | 5 | -1
CN1CCN(C(=O)C2=C[C@@H](c3csc4ccccc34)C[C@@H](OCCCCO)O2)CC1 | -10 | -0.1 | 3 | -0.4 | -12 | -5 | x | -12 | 5
OC(COc1cc(Cl)c(Cl)cc1Cl)CN1CCN(c2ncccn2)CC1 (stereo not drawn) | 0 | -0.1 | 11 | 26 | -22 | -8 | u | 37* | -12
Cc1cccc(CSc2ncccc2C(=O)O)c1 | 10&3 | -0.2&-0.2 | -3&3 | 0.6&-1.5 | 5&11 | 0&14 | -14&-6 | -20 | 6&-1
COC(=O)c1ccc(CNC(=O)CSc2nc3ccccc3[nH]2)cc1 | -10 | -0.8 | 2 | -0.1 | -11 | -7 | -6 | -12 | 3
C1=CC2C3C=CC(C3)C2C1 (stereo not drawn) | x | 0.4 | -1 | -0.1 | 9 | 3 | -8 | 10 | -4
CN(Cc1nc(Cc2ccccc2F)no1)CC1(N2CCOCC2)CCCCC1 | 0 | 0.9 | 1 | 1.0 | -10 | -7 | -20 | -11 | 1
Nn1c(SCC(=O)NC2CCCC2)nnc1-c1ccccc1F | 11 | -0.3 | 2 | -1.6 | 11 | -7 | 4 | -14 | -2
COc1ccc(C(=O)c2cn(Cc3ccccc3F)c3cc4c(cc3c2=O)OCCO4)cc1OC | -2 | -0.2 | 0 | -0.7 | -9 | -2 | u | x | -5
CC(=O)c1c(C)nn(-c2ccccc2)c1C | 8 | -0.4 | 1 | -0.3 | -1 | -1 | -14 | 11 | 1
O=S(=O)(c1cccc(C(F)(F)F)c1)n1c(/C=C/c2ccccc2)nc2ccccc21 | -2 | 1.1 | 4 | 0.7 | -14 | -1 | -5 | x | 1
CCOc1ccc(S(=O)(=O)NC(C)C(=O)NC2CCCC2)cc1 (stereo not drawn) | -10 | 0.5 | -1 | 1.2 | 5 | -1 | 7 | 6 | -1
CC(=O)c1cccc(NC(=S)Nc2ccn(Cc3cccc4ccccc34)n2)c1 | -12 | -1.4 | 5 | 5.3 | 3 | 6 | -2 | -6 | -4
COCCCNC(=O)CC(NS(=O)(=O)c1ccc(C)cc1)c1ccco1 (stereo not drawn) | -23 | 1.2 | 0 | 0.3 | 23 | -7 | -14 | -2 | 0
COc1ccc(/C(O)=C/C(=O)C(=O)NNC(=O)C(O)(c2ccccc2)c2ccccc2)cc1 | 1 | 0.6 | 1 | 1.2 | -5 | -6 | -16 | 15 | -1
CCn1c(COc2cccc3cccnc23)nnc1SCC(=O)OC | -17 | 0.3 | 4 | -0.3 | 2 | -1 | 1 | -2 | 1
CCOc1ccc(NC(=O)CCSc2ccc(C)cc2)cc1 | -11 | 0.5 | 5 | 2.0 | -9 | 9 | -17 | -11 | 8
CCC(c1nnc(SCC(=O)NNC(=O)c2ccccc2)n1Cc1ccccc1)N(C)C (stereo not drawn) | 1 | 0.3 | 6 | -0.5 | -3 | -4 | -4 | -25 | -1
COc1ccc(C(=O)COC(=O)c2sc(C)nc2C)cc1OC | 8 | 0.1 | 1 | 0.2 | 6 | -2 | 1 | -4 | -2
CC(=O)N1CCN(CC(=O)Nc2cccc(S(=O)(=O)N3CCCCCC3)c2)CC1 | 9 | 0.9 | -1 | 0.6 | 5 | 0 | 16 | -29 | -1
CCOC(=O)C1CCN(Cc2nc3ccc([N+](=O)[O-])cc3c(=O)n2-c2ccc(OC)cc2OC)CC1 | 2 | -0.2 | 2 | -0.4 | 3 | -3 | 0 | 9 | 4
CN(C)c1ccc(/C=N\NC(=O)CC#N)cc1 | 8 | 0.5 | 0 | -0.1 | -7 | 3 | -5 | 5 | -3
N#CCCN1CCN(S(=O)(=O)c2ccc(C3CCCCC3)cc2)CC1 | -19 | -0.5 | 0 | 0.2 | -1 | -6 | -2 | 8 | 0
CCN(CC)CCCN1C(=O)C(O)=C(C(=O)c2sc(C)nc2C)C1c1ccco1 (stereo not drawn) | 18 | 0.3 | 2 | -1.1 | 10 | -7 | -29 | -9 | 1
OC(COCc1ccc(Cl)cc1)CN1CCN(CC(O)COCc2ccc(Cl)cc2)CC1 (stereo not drawn) | 26 | -0.9 | -4 | -1.7 | 17 | 9 | 7 | 2 | 1
O=C(CCN1C(=O)/C(=C\c2cccs2)SC1=S)Nc1ccc(C(=O)O)cc1 | -7 | 2.9 | 3 | 1.1 | 8 | -1 | -12 | 8 | 3
CN(C(=O)COC(=O)C12CC3CC(CC(Cl)(C3)C1)C2)C1(C#N)CCCCC1 | 2 | 1.1 | 5 | 0.6 | 4 | -2 | -12 | -11 | 2
Cc1ccc(-c2nnc(SCC(=O)NNC(=O)COc3ccccc3C)n2C)cc1 | 0 | -0.6 | 1 | -0.3 | -6 | -2 | -10 | -2 | -5
COC(=O)C1=C(C)N(C2CCCCC2)C(=O)C1 | 10 | -0.1 | 0 | -0.4 | 3 | -4 | -3 | -16 | 2
COc1cc(-c2nnc(COC(=O)CSc3cc(C)c4ccccc4n3)o2)cc(OC)c1OC | -13 | -1.4 | 1 | -0.7 | 13 | -1 | -5 | -1 | -3
COCC(=O)n1nc(-c2ccccc2)nc1NCc1ccccc1 | -8 | 0.1 | 1 | 0.5 | -3 | -4 | 15 | 0 | -1
CC(=O)c1cccc(NC(=O)Cn2c(SCC(=O)Nc3ccc(F)cc3)nc3ccccc32)c1 | -24 | 0.4 | 6 | 2.0 | 6 | -1 | -2 | x | 0
CSc1nc(N)nc(SCC(=O)Nc2ccc(Cl)cc2)c1C#N | -8 | 0.5 | -1 | -0.3 | 6 | 2 | -6 | -1 | 7
O=C(Nc1ccc(-c2nnc(-c3ccccc3)o2)cc1)C(F)(F)F | 6 | 1.9 | 5 | 0.5 | 2 | 2 | x | 17 | 0
O=C(CCc1ccccc1)NC(=S)NCc1ccco1 | -18 | -0.3 | 6 | 1.4 | -1 | -17 | 2 | 11 | 2
COc1ccc(Cl)cc1NC(=O)CCCN1C(=O)CCC1=O | -23 | -0.5 | 0 | x | x | -4 | 2 | x | 4
C=CCNS(=O)(=O)c1ccc(N2C(=O)c3ccccc3C2=O)cc1 | -20 | 0.3 | 5 | -0.9 | 15 | -11 | 1 | 8 | 2
COc1ccc(/C=N/NC(=O)C(=O)N2CCCC2)cc1OC | -8 | 0.2 | 4 | -4.0 | 2 | 3 | -12 | 8 | 16
c1ccc(-c2ccccc2OCCN2CCCCC2)cc1 | 8 | -0.2 | 3 | 0.2 | -19 | -6 | x | 27 | 3
Cc1cc(S(=O)(=O)NCC(C)C)ccc1OCC(=O)NCC1CCCO1 (stereo not drawn) | -2 | -0.1 | 4 | 1.1 | -3 | 0 | -11 | 10 | 2
O=C(N/N=C/c1cc([N+](=O)[O-])ccc1O)c1ccncc1 | 8 | 1.0 | 0 | 0.6 | 7 | 0 | 2 | -29 | -1
C/C(=N\Nc1ccc([N+](=O)[O-])cc1)c1cccc(N)c1 | -15 | 2.3 | 9 | -2.0 | 3 | -12 | x | -8 | -8
OC1(c2ccccc2)C/C(=N\n2cnnc2)C=C1c1ccccc1 (stereo not drawn) | 0 | 0.0 | 2 | -0.5 | 1 | -4 | -14 | 0 | -3
COc1cccc(NC(=S)NC(=O)Cc2ccc(Cl)cc2)c1 | 0 | 4.1 | 68* | 6.2 | -2 | -6 | -26 | 0 | 2
CCCc1cc(=O)n2[nH]c(NCc3ccc(OC)c(OC)c3)nc2n1 | -5 | 0.3 | 3 | 0.7 | -1 | 0 | 3 | 3 | 0
Cc1ccc(Cl)cc1NC(=O)CN1CCN(S(=O)(=O)N2CCC(C)CC2)CC1 | -4 | -0.2 | 2 | 0.1 | 13 | -10 | -11 | -2 | -5
O=c1[nH][nH]c(C(F)(F)F)c1C=Nc1ccc(Cl)cc1 | 4 | 0.4 | 0 | 0.5 | -3 | -1 | -10 | -11 | 4

Shown as a markdown table: part of the list above.
| Molecule | D1 antagonist | TRHR ag | D1 agonist | D2 ag | D2 PAM | D1 potentiator | RXFP1 antag | D2 antag | TRHR PAM |
| --- | --- | --- | --- | --- | --- | --- | --- | --- | --- |
| Cc1cc(S(=O)(=O)NCC(C)C)ccc1OCC(=O)NCC1CCCO1 (stereo not drawn) | -2 | -0.1 | 4 | 1.1 | -3 | 0 | -11 | 10 | 2 |
| O=C(N/N=C/c1cc([N+](=O)[O-])ccc1O)c1ccncc1 | 8 | 1.0 | 0 | 0.6 | 7 | 0 | 2 | -29 | -1 |
| C/C(=N\Nc1ccc([N+](=O)[O-])cc1)c1cccc(N)c1 | -15 | 2.3 | 9 | -2.0 | 3 | -12 | x | -8 | -8 |
| OC1(c2ccccc2)C/C(=N\n2cnnc2)C=C1c1ccccc1 (stereo not drawn) | 0 | 0.0 | 2 | -0.5 | 1 | -4 | -14 | 0 | -3 |
| COc1cccc(NC(=S)NC(=O)Cc2ccc(Cl)cc2)c1 | 0 | 4.1 | 68* | 6.2 | -2 | -6 | -26 | 0 | 2 |
